# From PubChem
# CSN inh: CSN deneddylation inhibition. inhibition, % at 12.5 µM. hit rate 0.38% among 360,000. AID 651999. Purified CSN, SCF-Nedd8-OG deneddylation, fluorescence polarization;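 active = pattern-corrected inhibition above about 35%, with an unprinted fluorescence ratio check between 0.5 and 1.5, limit read from the data, passing the limit was not always enough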;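 note: 0% = enzyme with substrate and 100% = substrate without enzyme; some results filed as inactive read as strong as hits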
# Target sequence (Q92905 whole entry, looked up, one chain of several): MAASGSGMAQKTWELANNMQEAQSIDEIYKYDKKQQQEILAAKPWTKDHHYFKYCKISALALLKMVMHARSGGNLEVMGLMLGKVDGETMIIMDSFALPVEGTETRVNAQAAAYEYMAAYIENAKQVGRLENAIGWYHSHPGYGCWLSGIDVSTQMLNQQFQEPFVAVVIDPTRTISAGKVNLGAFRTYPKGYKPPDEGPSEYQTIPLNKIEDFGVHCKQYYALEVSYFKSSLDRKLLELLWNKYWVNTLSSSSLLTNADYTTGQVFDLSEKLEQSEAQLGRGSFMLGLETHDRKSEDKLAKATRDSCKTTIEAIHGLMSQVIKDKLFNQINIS
#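 Schedule: reaction 90 min, room temperature / Assay system: HEK293T-derived human Csn5 enzyme / Input: Csn5 at 0.24 nM final / Measure: inhibition of Csn5 cleavage, % / Control set: substrate-only high control, full reaction low control / Technique: fluorescence polarization of the substrate / Buffer or medium: Tris/NaCl/DTT buffer, pH 7.5 / Reagent: SCFSkp2-Nedd8OG substrate at 10 nM final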
# Neddylation inh: cullin neddylation inhibition | AID 651699 | hit rate 0.58% among 360,000 | TR-FRET cullin neddylation, biochemical | calls only at 25 µM; in the data active = inhibition above about 36%
# MsrA inh: inhibitors of bovine MsrA; inhibition, % at 15.5 µM; AID 651718; purified bovine MsrA, absorbance read-out; hit rate 0.75% among 360,000; in the data active = inhibition above about 4.5%;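 note: 0% = vehicle wells with enzyme and 100% = reference inhibitor wells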
# MsrA act: bovine methionine sulfoxide reductase A activation; activation, % at 10.6 µM; hit rate 0.3% among 360,000; purified bovine MsrA, absorbance read-out; in the data active = activation above about 7.5%;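 note: 0% = vehicle and 100% = reference activator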
# MLLE-PAM2 inh: blocks PAM2 peptide binding to the PABP1 MLLE domain. P11940. GST-MLLE / FITC-PAM2 fluorescence polarization. inhibition, % at 20 µM. hit rate 0.36% among 360,000; in the data active = inhibition above about 35%, passing the limit was not always enough;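 note: plate controls were DMSO wells with GST-MLLE for no effect and wells lacking GST-MLLE protein for full effect; some results filed as inactive read as strong as hits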
# Tb MetRS inh: blocks T. brucei methionyl-tRNA synthetase activity; purified T. brucei MetRS, ATP depletion, Kinase-Glo luminescence; inhibition, % at 11.9 µM; hit rate 0.4% among 360,000;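 active = inhibition above a per-plate cutoff of the control wells' mean inhibition plus 3 SD, cut at about 5.5% in these data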;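 note: 0% = DMSO wells median and 100% = median of wells with control inhibitor compound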
#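 Test system – parasite MetRS enzyme · Reagent – substrates ATP, L-methionine and bulk Escherichia coli tRNA · Doses – 11.9 µM compound single dose, 0.9% DMSO · Times – 15 min enzyme-compound preincubation, 2 h reaction, 10 min detection, 25 °C · Signal – Kinase-Glo luminescence, ATP depletion format · Controls – DMSO-only wells as low control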
# eLon inh: inhibits E. coli Lon protease; inhibition, % at 7.94 µM; P0A9M0; purified E. coli Lon protease, fluorescence polarization; hit rate 0.42% among 360,000; in the data active = inhibition above about 13%, passing the limit was not always enough;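 note: 0% = enzyme with probe and DMSO and 100% = no enzyme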
# Target sequence (P0A9M0 whole entry, looked up): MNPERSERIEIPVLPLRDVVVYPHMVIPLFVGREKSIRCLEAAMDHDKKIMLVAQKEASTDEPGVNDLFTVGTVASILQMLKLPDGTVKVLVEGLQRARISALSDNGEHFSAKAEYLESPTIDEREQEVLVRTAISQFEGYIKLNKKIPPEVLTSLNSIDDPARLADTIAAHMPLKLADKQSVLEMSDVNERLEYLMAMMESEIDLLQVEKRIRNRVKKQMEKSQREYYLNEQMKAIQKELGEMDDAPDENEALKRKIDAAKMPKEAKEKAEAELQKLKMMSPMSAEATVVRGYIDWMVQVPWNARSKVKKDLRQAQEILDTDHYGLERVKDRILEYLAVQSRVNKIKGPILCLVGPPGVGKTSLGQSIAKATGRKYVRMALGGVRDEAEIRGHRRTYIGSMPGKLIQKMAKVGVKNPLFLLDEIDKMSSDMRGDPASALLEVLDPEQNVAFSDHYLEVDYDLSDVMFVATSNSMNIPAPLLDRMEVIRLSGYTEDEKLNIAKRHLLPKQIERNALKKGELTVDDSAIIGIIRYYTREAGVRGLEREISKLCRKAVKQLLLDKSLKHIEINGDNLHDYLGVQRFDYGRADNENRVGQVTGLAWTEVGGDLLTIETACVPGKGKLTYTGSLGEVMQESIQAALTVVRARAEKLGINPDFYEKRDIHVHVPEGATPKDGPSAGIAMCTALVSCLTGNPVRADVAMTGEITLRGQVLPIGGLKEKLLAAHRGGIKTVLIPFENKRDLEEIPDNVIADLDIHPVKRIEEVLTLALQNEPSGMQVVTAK
# FAS-TE inh: FAS thioesterase (human) inhibition. recombinant FAS-TE, OMFH fluorogenic substrate, fluorescence endpoint. AID 602261. inhibition, % at 15 µM. hit rate 0.67% among 360,000;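 active = compounds whose normalised, plate-corrected inhibition of enzyme fluorescence in the single-dose primary screen is 50% or more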;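 note: 0% = DMSO with enzyme and 100% = substrate without enzyme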
# Rin1 Abl inh: blocks binding of human Rin1 to Abl | P00519+Q13671 | TR-FRET Rin1/Abl binding, biochemical | inhibition, % at 7.35 µM | hit rate 0.4% among 360,000; in the data active = inhibition above about 5%, passing the limit was not always enough
# * = called active by the depositor; i = inactive; . = not tested or not shown; + = active, no number; & = joins results of further samples. Random draw from the library; about 4% have a hit in one of these screens.
# Below each SMILES: MsrA act	Neddylation inh	CSN inh	eLon inh	Tb MetRS inh	FAS-TE inh	MLLE-PAM2 inh	MsrA inh	Rin1 Abl inh
- O=C(CN1CCN(S(=O)(=O)c2ccc(F)cc2)CC1)Nc1ccc(Cl)cn1
 : -3	i	2	4	-0.5	10	-4	0.1	-2
- COc1ccc(S(=O)(=O)N2CCN(C(=O)c3cc(C)oc3C)CC2)cc1
 : -3	i	-7	1	0.6	-4	-8	-1.1	3
- Cn1cnc(S(=O)(=O)NCc2ccccc2)c1
 : -2	i	5	-19	0.2	-4	-1	-0.7	0
- CCOc1ccccc1OCCCCOc1ccccc1F
 : 2	i	-11	-5	0.1	11	3	0.8	-4
- CCOc1ccccc1NC(=O)CN(C)S(=O)(=O)c1ccc2[nH]c(=O)oc2c1
 : -2	i	17	2	0.1	-6	-18	1.2	-1
- CC(C)C(c1nnnn1C1CCCCC1)N1CCCc2ccccc21 (centres undefined)
 : -8	i	3	-12	-0.6	17	-2	0.7	-3
- COc1ccccc1C(=O)COC(=O)CNS(=O)(=O)c1ccc(C)c(C)c1
 : -3	i	1	-7	0.0	3	-11	0.8	2
- Cc1ccc(NN2C(=O)C=C(c3ccc(Cl)cc3)C2=O)cc1
 : -4	i	-4	-3	-1.2	-7	2	-0.1	-1
- Cc1ccc(S(=O)(=O)N(C)C)cc1NC(=S)NNC(=O)C(N)=O
 : -9	i	-4	0	-0.9	-5	-28	2.4	4
- Cc1cccc(N=C2NC(=O)/C(=C/c3cccn3C)S2)c1
 : -2	i	3	-17	0.1	-4	-22	-0.6	-4
- Cc1sc2nc(N3CCOCC3)[nH]c(=O)c2c1-c1ccccc1
 : -3	i	2	-4	0.3	-11	-4	2.3	-1
- COC(=O)c1sc(N2C(=O)C(=O)/C(=C(/O)c3ccccc3)C2c2ccco2)nc1C (centres undefined)
 : -4	i	8	-7	0.1	-1	-1	1.9	0
- CSc1ccccc1NC(=O)Cn1c([N+](=O)[O-])cnc1C
 : -2	i	-2	-3	0.1	-6	-7	0.2	2
- CC(=O)c1ccc(NC(=O)c2ccc(COc3ccccc3[N+](=O)[O-])o2)cc1
 : -4	i	-4	-21	-0.7	1	4	-0.7	0
- O=C(/C=C\c1ccccc1[N+](=O)[O-])Nc1ccccc1
 : -4	i	1	0	-0.3	16	-4	0.6	-1
- O=C(O)/C=C1\CCCc2ccccc2C1O (centres undefined)
 : -1	i	-6	0	0.1	-2	11	-1.2&-0.9	0
- Cc1ccc(S(=O)(=O)N2CCOCC2)cc1NC(=O)Cn1ccsc1=N
 : 0	i	0	-5	0.4	-15	3	-0.3	0
- O=C(CN1CCN(c2ccccc2F)CC1)Nc1ccccc1F
 : -12	i	2	2	-1.0	0	-8	0.3	2
- Cc1ccccc1Nc1nc2ccccc2s1
 : -3	i	1	-1	-0.2	6	-10	0.3	-1
- CC(NC(=O)c1ccc2c(=O)n3c(nc2c1)CCC3)c1ccc(S(N)(=O)=O)cc1 (centres undefined)
 : -4	i	-2	-8	-0.1	-6	14	0.4	3
- COC(=O)c1cc(OC)c(OC)cc1NC(=O)CSc1ccc(C)cc1
 : 2	i	-2	-8	-0.5	29	4	1.4	-2
- CC(Oc1ccc(C#N)cc1)C(=O)Nc1ccc(-n2cnnn2)cc1 (centres undefined)
 : -3	i	0	-4	-0.4	2	-11	0.9	3
- Cc1c(C)n(CC(O)CNCCO)c2ccccc12 (centres undefined)
 : -2	i	-2	-3	-0.2	0	-9	-0.5	2
- O=C1c2ccccc2C2NC(=O)C3(CCCCC3)N12 (centres undefined)
 : 1	i	-16	-4	-0.9	-4	-2	0.1	6
- Cc1cc(C)c(S(=O)(=O)NCC(c2ccc3c(c2)OCO3)N2CCOCC2)c(C)c1 (centres undefined)
 : -1	i	5	-13	-0.4	2	0	-0.8	-1
- C=CCSC1=C(C#N)C(c2ccc(OCC)cc2)CC(=O)N1 (centres undefined)
 : -3	i	3	-3	0.3	-4	28	-0.3	0
- Cc1nc(NC(=O)CSc2nc(N)cc(N)n2)sc1C
 : -2	i	-1	-5	-0.2	-6	-7	-0.8	1
- O=C(CN1CCCCC1)Nc1nc(-c2ccccc2)cs1
 : -3	i	3	-7	-0.3	-1	2	-0.6	3
- COCC(C)NCc1cccc(C)c1 (centres undefined)
 : -4	i	-4	-1	-0.1	-7	9	0.1	-1
- O=C(NC(Cc1ccc(O)cc1)C(=O)O)c1ccc2c(c1)OCO2 (centres undefined)
 : -1	i	0	7	-0.5	-2	-8	0.6	-1

# Looked up one by one from the list above (two):
# Below each SMILES: MsrA act	Neddylation inh	CSN inh	eLon inh	Tb MetRS inh	FAS-TE inh	MLLE-PAM2 inh	MsrA inh	Rin1 Abl inh
- COC(=O)c1cc(OC)c(OC)cc1NC(=O)CSc1ccc(C)cc1
 : 2	i	-2	-8	-0.5	29	4	1.4	-2
- C=CCSC1=C(C#N)C(c2ccc(OCC)cc2)CC(=O)N1 (centres undefined)
 : -3	i	3	-3	0.3	-4	28	-0.3	0

# Compound profiles, from the list above. Screens in order: MsrA act, Neddylation inh, CSN inh, eLon inh, Tb MetRS inh, FAS-TE inh, MLLE-PAM2 inh, MsrA inh, Rin1 Abl inh
# COC(=O)c1cc(OC)c(OC)cc1NC(=O)CSc1ccc(C)cc1 reads 2, i, -2, -8, -0.5, 29, 4, 1.4, -2
# Cc1cc(C)c(S(=O)(=O)NCC(c2ccc3c(c2)OCO3)N2CCOCC2)c(C)c1 (centres undefined) reads -1, i, 5, -13, -0.4, 2, 0, -0.8, -1
# Cn1cnc(S(=O)(=O)NCc2ccccc2)c1 reads -2, i, 5, -19, 0.2, -4, -1, -0.7, 0

# Further records.
# Below each SMILES: MsrA act	Neddylation inh	CSN inh	eLon inh	Tb MetRS inh	FAS-TE inh	MLLE-PAM2 inh	MsrA inh	Rin1 Abl inh
- N#Cc1cccc(CSc2nnc(CCCO)n2-c2ccccc2)c1
 : -1	i	13	-3	0.3	-2	2	-1.4	-1
- Cc1ccccc1-c1nc(CN2CCCC2c2ccc(F)cc2)c(C)o1 (centres undefined)
 : -3	i	-1	-10	-1.3	9	-17	-0.1	0
- NC(=O)c1ccccc1NC(=S)NC(=O)CCc1ccccc1
 : -1	i	-14	-3	0.2	-6	23	-0.1	3
- Cc1cccc(C)c1NC(=O)CNC(=O)Cc1ccccc1[N+](=O)[O-]
 : -2	i	1	-46	0.3	-1	3	-1.2	0
- CC(C)Oc1cccc(C(=O)NC(=S)Nc2ccc(N3CCN(C)CC3)cc2)c1
 : -2	i	1	7	-0.6	1	28	-0.2	-1
- CC(C)(C)n1nnnc1C(c1cc2cc3c(cc2[nH]c1=O)OCCO3)N1CCSCC1 (centres undefined)
 : -4	+	-1	-10	-0.2	-5	20	1.7	0
- C[C@@H](Nc1nc(-c2ccccc2)nc2c1oc1ccccc12)C(=O)O
 : -2	i	4	1	-1.6	-4	7	0.8	0
- CCOC(=O)c1ccccc1NC(=O)COC(=O)C1CC(=O)N(CCc2ccccc2)C1 (centres undefined)
 : -2	i	-1	-4	0.3	8	1	-0.7	3
- COC(=O)CCCC1=CC2=C(c3ccccc3)C(=O)C(C)(OC(=O)C3CCCC3)C(=O)C2=CN1CCc1ccccn1 (centres undefined)
 : -4	i	-3	5	0.1	-13	8	0.8	-3
- CC(=O)c1ccc(N2CCN(S(=O)(=O)c3c(C(=O)N4CCCCC4)c(C)n(C)c3C)CC2)cc1
 : -9	i	2	-7	-0.9	-1	7	1.6	0
- Cn1c(N)c(C(=O)COC(=O)c2nc(Cl)ccc2Cl)c(=O)n(C)c1=O
 : -8	i	-3	9	-0.9	1	-7	-0.5	5
- FC(F)(F)c1nnc2sc(-c3ccco3)nn12
 : -5	i	-3	-1	-0.5	-9	4	-0.6	-6
- CCOC(=O)c1cc(C)n(Cc2ccccc2)c1C
 : -3	i	-4	4	-1.1	9	10	0.7	-3
- O=C(Nc1cc(C(F)(F)F)ccc1N1CCCC1)c1ccc2c(c1)OCO2
 : 4	i	-1	-1	-1.5	20	-6	-0.4	0
- C=CCn1c(SCC(=O)Nc2ccc3c(c2)OCO3)nnc1-c1ccccc1
 : -11	i	0	-1	-1.4	0	1	-0.8	2
- CCCN1/C(=C(/C#N)C2=NS(=O)(=O)c3ccccc32)N(C)c2ccccc21
 : -4	i	-1	3	-0.2	-2	11	4.5	1
- Cc1ccc(-n2c(SCC(=O)c3c(N)n(C4CC4)c(=O)[nH]c3=O)nnc2N2CCOCC2)cc1
 : -2	i	-2	-1	-0.2	-5	-5	0.8	-2
- COc1ccc(C(=O)NCC(c2ccc3c(c2)OCO3)N2CCN(c3ccc(OC)cc3)CC2)cc1 (centres undefined)
 : -2	i	4	-2	-0.3	20	1	1.4	1
- CC1CCCC(C)N1S(=O)(=O)c1ccc(S(=O)(=O)NCCc2ccncc2)cc1 (centres undefined)
 : -4	i	-4	-6	-0.6	-4	5	-0.9	-3
- Cc1ccc(N(C(C)C(=O)Nc2ccccc2C(=O)N2CCOCC2)S(C)(=O)=O)cc1C (centres undefined)
 : 1	i	-1	-13	-0.5	-6	-9	0.3	1
- Cc1ccccc1NC(=S)N(CCc1c(C)[nH]c2ccc(F)cc12)Cc1ccncc1
 : -3	i	-2	-4	0.1	0	18	2.8	-2
- CCOC(=O)c1cc(OC(=O)c2cccc([N+](=O)[O-])c2)n(-c2ccccc2)n1
 : -13	i	5	-8	-0.4	-9	-19	-0.1	1
- CC1CCN(c2ccc3nnc(CCC(=O)NCc4ccco4)n3n2)CC1
 : -3	i	0	3	-0.4	-5	6	1.1	3
- COc1ccc(/C=N/N2CCOCC2)cc1COc1ccc(F)cc1
 : -2	i	5	10	-0.4	29	14	-1.9	-1
- COC(=O)c1ccc(N2NC(=O)/C(=C/c3ccc(-c4ccc(Cl)c(C(=O)O)c4)o3)C2=O)cc1
 : -5	i	18	4	-0.2	-3	-14	-0.9	-5
- CCCCC[n+]1ccn(C2=C([O-])c3ccccc3C(=O)/C2=N\S(=O)(=O)c2ccc(Br)cc2)c1
 : -1	i	2	3	0.0	7	12	-1.3	-3
- Cc1cccc(S(=O)(=O)Nc2ccc(-c3nc4ccc(C)cc4s3)cc2)c1
 : -15	.	-9	0	-1.3	15	-20	3.8	-1
- COc1ccc(C=O)cc1CN1CCCN(Cc2ccc(Cl)cc2)S1(=O)=O
 : 1	i	-2	5	-0.5	21	7	0.4	4
- Cc1ccc(O)c(-c2cc3ccccc3[nH]2)c1
 : -4	i	-1	2	-0.3	11	-8	0.4	-5
- CC[C@]12c3[nH]c4ccc(Cl)cc4c3CCN1C(=O)[C@@H](CC(=O)NC/C=C(\C)CCC=C(C)C)C[C@@H]2C(=O)N1CCN(C(=O)c2ccco2)CC1
 : 0	i	0	-6	-0.6	18	11	2.1	-4
- COc1ccc(NC(=O)C2(C)CCN2Cc2cccc(OC)c2F)cc1OC (centres undefined)
 : 1	i	5	-2	0.4	4	6	-0.3	-4
- Nc1nc(Sc2ccc(C(F)(F)F)cc2[N+](=O)[O-])n[nH]1
 : -12	i	3	0	-0.7	-42	-7	-0.4	3

# Some entries already given, reduced to MLLE-PAM2 inh:
Compound	MLLE-PAM2 inh
CCOC(=O)c1cc(C)n(Cc2ccccc2)c1C	10
FC(F)(F)c1nnc2sc(-c3ccco3)nn12	4
Cn1c(N)c(C(=O)COC(=O)c2nc(Cl)ccc2Cl)c(=O)n(C)c1=O	-7
